# MITF primary – inhibitors of human MITF. inhibition, % at 2.6 µM. hit rate 0.91% among 650,000. AID 1259374. O75030. AlphaScreen MITF homodimerization, bead proximity signal; in the data active = inhibition above about 50%;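 also: 0% = vehicle wells with protein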
# Target sequence (O75030 whole entry, looked up): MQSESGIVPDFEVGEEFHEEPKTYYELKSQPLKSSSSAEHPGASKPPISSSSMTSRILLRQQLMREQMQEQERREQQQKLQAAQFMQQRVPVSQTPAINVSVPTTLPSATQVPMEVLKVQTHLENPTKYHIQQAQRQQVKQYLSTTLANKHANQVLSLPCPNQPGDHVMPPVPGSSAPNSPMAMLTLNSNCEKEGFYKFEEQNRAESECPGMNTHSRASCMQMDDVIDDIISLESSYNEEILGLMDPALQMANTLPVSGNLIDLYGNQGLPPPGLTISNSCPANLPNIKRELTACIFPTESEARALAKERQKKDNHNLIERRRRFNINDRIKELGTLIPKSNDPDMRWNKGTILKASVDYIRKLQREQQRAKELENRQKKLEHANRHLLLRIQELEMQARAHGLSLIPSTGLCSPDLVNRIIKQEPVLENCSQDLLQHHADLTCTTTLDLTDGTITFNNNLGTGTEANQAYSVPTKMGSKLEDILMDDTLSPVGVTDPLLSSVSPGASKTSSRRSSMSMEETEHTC
# FBW7 act – activators of human E3 ligase FBW7 | AID 1259310 | normalized activity (activation), % at 26.1 µM | hit rate 0.13% among 650,000 | AlphaScreen FBW7–phospho-cyclin E peptide binding, activator screen | Q969H0; in the data active = normalized activity above about 1.9%;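 also: purified mutant Fbw7 with reduced substrate affinity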
# GPR151 ag – human GPR151 activation; Q8TDV0; PathHunter beta-arrestin GPR151 cells, luminescence; activation, % at 11.2 µM; hit rate 1% among 650,000; AID 1508602; in the data active = activation above about 4.9%;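 also: 0% = median of compound wells and 100% = cells with positive control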
# Target sequence (Q8TDV0 whole entry, looked up): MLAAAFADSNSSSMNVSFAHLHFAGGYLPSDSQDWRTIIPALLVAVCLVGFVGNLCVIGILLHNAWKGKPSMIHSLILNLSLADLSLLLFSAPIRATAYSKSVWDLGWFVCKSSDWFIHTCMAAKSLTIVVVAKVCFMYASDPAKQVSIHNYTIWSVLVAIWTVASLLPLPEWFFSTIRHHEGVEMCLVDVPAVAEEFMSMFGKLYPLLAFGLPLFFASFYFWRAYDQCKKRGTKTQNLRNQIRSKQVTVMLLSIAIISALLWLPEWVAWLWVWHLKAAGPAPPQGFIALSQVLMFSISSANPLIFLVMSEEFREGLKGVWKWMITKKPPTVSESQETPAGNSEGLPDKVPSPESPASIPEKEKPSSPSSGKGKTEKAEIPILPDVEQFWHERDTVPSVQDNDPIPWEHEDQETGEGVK
# TEAD-YAP inh – TEAD-YAP interaction inhibition; inhibition, % at 9.12 µM; HEK-TIYL cells, TEAD-Gal4/YAP UAS-luciferase luminescence; AID 1259422; hit rate 1.4% among 640,000; in the data active = inhibition above about 32%;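 also: 0% = median of test compound wells and 100% = reference inhibitor wells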
# Starred values were filed as active, the others as inactive.
# Second line of a record – MITF primary, FBW7 act, GPR151 ag, TEAD-YAP inh
CC(=O)Oc1ccc(/C=C2/N=C(c3ccccc3)OC2=O)cc1
  -9, 0.1, 0.6, -5
CCOC(=O)c1cnn(-c2nc3ccccc3o2)c1CN1CCOCC1
  7, 0.0, -0.3, 12
COc1cccc(CC2(NC(=O)c3ccccc3)N=C3C(C)=CC=CN3C2=O)c1OC (stereo not drawn)
  8, 0.0, -0.2, 1
COc1ccc(NC(=O)CCl)cc1S(N)(=O)=O
  9, 0.5, -1.6, -1
COc1ccc(C2=NN(C(C)=O)C(c3cc4ccc(OC)cc4nc3Cl)C2)cc1 (stereo not drawn)
  7, 0.1, -1.2, -5
CNC(=S)NCCNc1nc2cc(C)cc(C)c2cc1C#N
  -15, -0.1, -0.1, 10
CC(=O)Nc1ccc(NC(=O)c2ccc(-c3ccc(Br)cc3)o2)cc1
  5, 0.0, 0.4, 9
O=C(CC1c2ccccc2Oc2ccccc21)Nc1ccccc1C(F)(F)F
  25, 0.2, 0.2, -12
Cc1nn(-c2ccccc2)c(Cl)c1C(=O)NCC1CCCO1 (stereo not drawn)
  5, -0.1, 1.9, -5
O=C(NCCO)/C(=C/c1ccncc1)NC(=O)c1ccccc1
  1, 0.1, 0.7, -4
CN(C)c1cccc(Nc2ccc(-n3cc(CC(=O)NCCOc4ccccc4)c4ccccc43)nn2)c1
  30, 0.0, -1.9, -12
COc1ccc(CNC(=O)CCC2CCCCC2)cc1
  -1, -0.1, -1.0, -5
Cc1cc(N=CN(C)C)c2ccccc2n1
  33, 0.3, -0.5, -52
COc1cc(C2C(C#N)=C(N)N(N(C)C)C3=C2C(=O)CC(C)(C)C3)ccc1O (stereo not drawn)
  8, 0.1, -0.1, 2
Cc1cc(N2CCCCC2)nc2ccc(NC(=O)c3cc(Br)ccc3Cl)cc12
  -6, 0.0, 0.4, -1
COc1ccccc1CCNC(=O)c1cc(COc2ccc3ncccc3c2)on1
  0, -0.1, 1.7, 18
CCc1ccc(-c2cc3c(=O)n(CC(=O)NCc4ccc(OC)cc4)nc(C)n3n2)cc1
  -6, -0.1, -0.5, -8
CC(=O)c1ccc(NC(=O)COC(=O)CN2C(=O)C3CCCCC3C2=O)cc1 (stereo not drawn)
  6, 0.1, -0.4, -2
COc1cccc(C(=O)NCC(c2ccco2)N2CCOCC2)c1 (stereo not drawn)
  -6, 0.0, 1.0, 0
COc1cc(/C=N/NC(=O)c2c(C)nc3sccn23)ccc1O
  11, 0.0, 4.5, -3

# Second line of a record – MITF primary, FBW7 act, GPR151 ag, TEAD-YAP inh
O=C1OC(c2ccccc2)=C/C1=C/N1CCCCC1
  11, 0.7, -0.1, -35
COCCn1c(Cc2ccccc2)nnc1SCC(=O)N1CCCC(C)C1 (stereo not drawn)
  -9, -0.1, 1.9, 5
CC(=O)Nc1c(Cl)cnn(-c2ccccc2)c1=O
  1, 0.0, 0.4, 9
CC1=CC(C)C2C(=O)N(c3cccnc3)C(=O)C2C1 (stereo not drawn)
  14, -0.1, 1.9, 0
O=C(CSc1ccsc1[N+](=O)[O-])Nc1ccc(I)cc1
  23, -0.2, -0.4, 20
Cc1cc(C)n2c(SCCNCCO)nnc2n1
  27, 0.0, 1.2, 5
Cc1ncc([N+](=O)[O-])n1CC(=O)Nc1ccc(OC(F)(F)Cl)cc1
  3, -0.1, -0.8, 8
CCCOc1ccc(/C(O)=C2/C(=O)C(=O)N(CCCN(C)C)C2c2ccc(C(C)(C)C)cc2)cc1C (stereo not drawn)
  -3, 0.0, 0.3, 0
COc1ccccc1CNC(=O)C(C)Sc1ccc(C)cc1 (stereo not drawn)
  4, 0.1, 0.9, 4
N=C1/C(=C/c2ccc(-c3cccc(C(=O)O)c3)o2)C(=O)N=C2SC(c3ccccc3Cl)=NN12
  13, 0.5, -0.5, -3
ClC1(Cl)CC1CNc1ncnc2sc3c(c12)CCC3 (stereo not drawn)
  60*, -0.1, 1.4, 0
CN(C)CCNc1nc(=S)[nH]c2ccccc12
  -6, -0.1, -0.8, 3
Cc1ncsc1CCOC(=O)c1ccc(NS(=O)(=O)c2ccc(F)c(F)c2)cc1
  1, 0.0, -0.2, -4
Cc1ccc(Nc2nc(N)c3ccccc3n2)cc1Cl
  -6, 0.0, -4.8, 35*
Cc1cc2nc3s/c(=C\c4cc(Cl)ccc4OCc4ccccc4Cl)c(=O)n3c2cc1C
  2, -0.1, 0.8, -2
Cc1ccc(S(=O)(=O)N2N=C(c3ccc(Br)cc3)CC2c2cccc([N+](=O)[O-])c2)cc1 (stereo not drawn)
  10, 0.3, 0.0, -12
N#CC1=C(N)C(C#N)(C#N)C2(C(=O)Nc3ccccc32)C2CN(Cc3ccccc3)CC=C12 (stereo not drawn)
  10, -0.1, 0.3, 14
Cc1nn(CCO)c2c1C1C(C2)C1(C)C (stereo not drawn)
  6, 0.3, 0.3, 0
Cc1ccccc1NC(=O)NC1(C(=O)N2CCN(C)CC2)CCCCC1
  6, 0.2, -1.0, 11
Cc1cc(SCC(=O)N/N=C2\CC(=O)CC(C)(C)C2)c(C)cc1Br
  -3, 0.2, 1.3, 0

# Already shown: 7 of the compounds above.
# Second line of a record – MITF primary, FBW7 act, GPR151 ag, TEAD-YAP inh
CC(=O)Oc1ccc(/C=C2/N=C(c3ccccc3)OC2=O)cc1
  -9, 0.1, 0.6, -5
CCOC(=O)c1cnn(-c2nc3ccccc3o2)c1CN1CCOCC1
  7, 0.0, -0.3, 12
COc1cccc(CC2(NC(=O)c3ccccc3)N=C3C(C)=CC=CN3C2=O)c1OC (stereo not drawn)
  8, 0.0, -0.2, 1
COc1ccc(NC(=O)CCl)cc1S(N)(=O)=O
  9, 0.5, -1.6, -1
COc1ccc(C2=NN(C(C)=O)C(c3cc4ccc(OC)cc4nc3Cl)C2)cc1 (stereo not drawn)
  7, 0.1, -1.2, -5
CNC(=S)NCCNc1nc2cc(C)cc(C)c2cc1C#N
  -15, -0.1, -0.1, 10
CC(=O)Nc1ccc(NC(=O)c2ccc(-c3ccc(Br)cc3)o2)cc1
  5, 0.0, 0.4, 9

# The listing continues:
# Second line of a record – MITF primary, FBW7 act, GPR151 ag, TEAD-YAP inh
O=C(c1ccccc1F)N1CCn2c1nc1ccccc12
  2, 0.0, 1.7, -3
COc1cc(Br)ccc1OCC(=O)N/N=C/c1ccc(Br)o1
  -8, 0.1, 0.1, -18
CCOC(=O)C1C(=O)C=C(Nc2ccc(Br)cn2)CC1c1cccc(OC)c1 (stereo not drawn)
  -8, -0.1, -0.5, -49
O=S(=O)(Cc1ccccc1)NCC1CCCN(Cc2cccc(C(F)(F)F)c2)C1 (stereo not drawn)
  18, 0.3, 4.8, 13
CC(C)N(CCNC(=O)c1cccc(N2CCN(c3ccccn3)CC2)n1)C(C)C
  8, 0.1, -1.3, 10
Cc1cccc(S(=O)(=O)N2CCSC2c2ccc(Br)cc2)c1 (stereo not drawn)
  13, 0.2, 2.0, 3
Nc1nc(-c2ccccc2)cc2nnc(SCC(=O)NC3CCCCC3)n12
  -37, -0.1, 0.1, 0
Nc1ncnc(N2CCN(c3ccc(Cl)c(Cl)c3)CC2)c1[N+](=O)[O-]
  -3, 0.0, 1.4, 3
CSc1ccc(CN2CCN(S(=O)(=O)c3ccc(C)cc3)CC2)cc1
  40, -0.2, 0.4, -13
O=C(OCc1ccc(Cl)cc1)c1ccc(Br)o1
  8, 0.0, 0.2, 7
COc1ccccc1NC(=O)Nc1ccnn1C1CCN(C(=O)CCC2CCCC2)CC1
  -12, 0.1, 1.1, -11
COc1cc(Br)cc(/C=N/NC(=O)C(C)Nc2ccc(C)cc2)c1O (stereo not drawn)
  10, 0.1, -0.6, 10
CCOc1ccc(CN2CCc3nnc(CNC(=O)C4CCCN(C)C4)n3CC2)cc1 (stereo not drawn)
  -10, 0.0, 0.4, -4
Cn1c(=O)c2c(nc(NCCO)n2Cc2cccc3ccccc23)n(C)c1=O
  -8, -0.3, 0.2, 3
COc1ccccc1CNCc1c(C(=O)O)[nH]c2ccccc12
  9, -0.1, 1.7, 5
COC(=O)C1=CN(Cc2ccc(OC)cc2)C=C(C(=O)OC)C1c1cccc(OC)c1
  -23, 0.7, -2.1, -11
COc1ccccc1NC1CCS(=O)(=O)C1 (stereo not drawn)
  5, 0.8, -0.3, 10
CC(=O)c1ccc(F)c(-c2cc(C)cc3c2OC(CNC(=O)C2CCOC(C)(C)C2)C3)c1 (stereo not drawn)
  6, 0.2, 0.7, -2
O=C(NC(=S)Nc1ccc(O)cc1)c1ccccc1[N+](=O)[O-]
  2, 0.1, 0.3, -13
COC(=O)CSc1sc(=S)sc1SCCC#N
  1, -0.1, 0.2, -5

# Second line of a record – MITF primary, FBW7 act, GPR151 ag, TEAD-YAP inh
CCOC(=O)CSc1nnc(NC(=O)CN2CCSCC2)s1
  2, -0.2, 3.3, -1
CCC(C)C(=O)Nc1ccccc1C(=O)O (stereo not drawn)
  -13, -0.2, -0.1, 15
CC(=O)Nc1ccc(NC(=O)c2ccc3nc(N4CCCC4CO)sc3c2)cc1 (stereo not drawn)
  10, -0.1, 2.3, -2
Cc1ccc(CCNS(=O)(=O)c2cc3c(cc2C)n(C)c(=O)c(=O)n3C)cc1
  -10, 0.1, 0.5, 9
COc1ccc(OC)c(CN2CCN(C(=O)CC(C)C)CC2)c1
  43, -0.1, 0.1, -2
O=C(OC1CCOC1=O)c1cccc([N+](=O)[O-])c1 (stereo not drawn)
  5, 0.1, 1.5, 2
CCOC(=O)c1c(-c2ccccc2)oc2ccc(N(C(=O)c3ccncc3)S(=O)(=O)c3ccc(C(C)(C)C)cc3)cc12
  0, 0.0, -0.9, -8
O=C(NCCc1ccccc1)C1(c2cccs2)CCOCC1
  -1, 0.2, -0.2, -3
COc1ccc(OCC(=O)N/N=C(\C)c2ccc(C)o2)c(Br)c1
  6, 0.3, 0.1, -12
Cc1c(NC(=O)COC(=O)c2cccc(C(F)(F)F)c2)c(=O)n(-c2ccccc2)n1C
  7, 0.2, 0.9, 4
CCOc1ccc(NS(=O)(=O)c2cc(C(=O)Nc3ccccc3C(=O)O)ccc2C)cc1
  -9, 0.0, -2.1, 6
Cc1ncn(-c2ccc(Nc3nccc(-c4ccc(N5CCCC(CO)C5)c(C#N)c4)n3)cc2)n1 (stereo not drawn)
  9, 0.2, 2.8, 46*
CC(=O)Nc1ccc(NC(=O)c2cccc(Cl)c2)nc1
  -5, -0.2, 2.8, -1
CC(C)CC1NC(=O)N(CC(=O)Nc2ccc(-c3ccccc3)cc2)C1=O (stereo not drawn)
  6, 0.0, 1.1, -6
COc1cc(CNCCNCC(C)O)cc(Br)c1OC (stereo not drawn)
  29, 0.0, -0.7, 12
O=C(Nc1ccc(NC(=O)c2ccc(Cl)c([N+](=O)[O-])c2)cc1)c1ccc(Br)cc1
  2, 0.0, -0.1, -7
O=S(=O)(NCc1ccco1)c1cccc2c(S(=O)(=O)NCc3ccco3)cccc12
  11, 0.1, 0.4, -1
CC1(C)Nc2ccccc2-c2c1ssc2=Nc1cc(Cl)cc(Cl)c1
  -19, 0.0, -0.9, -10
CCCCc1ccc(-c2nc(C=Nc3ccc(Cl)cc3C)c(O)o2)cc1
  6, 0.1, 0.5, -4
CCOc1ccc(C2(C)NC(=O)N(C)C2=O)cc1 (stereo not drawn)
  20, 1.4, 2.0, 0

# Second line of a record – MITF primary, FBW7 act, GPR151 ag, TEAD-YAP inh
O=C1CCCC2=C1C(c1ccccc1[N+](=O)[O-])Nc1ccc3ncccc3c12 (stereo not drawn)
  -5, -0.3, 0.3, 5
CCN1C(=O)C(=O)N(Cc2cc(=O)oc3cc(C)ccc23)C1=O
  8, 0.2, -0.2, -18
COc1cccc(N2CCN(CC(=O)Nc3cccc4ccccc34)CC2)c1
  8, -0.1, -0.9, 23
COc1ccccc1C1(CC(=O)O)CCOC(C(C)C)C1 (stereo not drawn)
  -8, 0.1, -0.7, -13
O=C(CCc1ccccc1)Nc1scc(-c2cccs2)c1C(=O)O
  5, 0.5, -2.9, -5
CCOc1ccc(-n2c(=S)sc3c(=O)n(-c4ccccc4C)c(SCC(=O)N4CCCC4)nc32)cc1
  -5, 0.0, 0.5, 13
CCOc1ccc(/C=C2\SC(N)=NC2=O)cc1Br
  0, -0.1, 1.0, -3
CCOC(=O)C1=C(C)NC2=C(C(=O)C(C(=O)OCC)C(c3cccc(OC)c3)C2)C1c1cc(OC)c(OC)c(OC)c1 (stereo not drawn)
  6, 0.5, 1.1, -14
Cc1nc2cccnc2n1C1CCN(C(=O)c2ccncc2)CC1
  21, 0.0, -1.5, 4
Cc1n[nH]c(C)c1C12CC3CC(CC(CC(=O)O)(C3)C1)C2
  0, 0.3, -1.0, 6
O=C(Nc1cc(-c2nc3ccccc3o2)ccc1Cl)c1ccc(Br)o1
  2, 0.1, 1.8, -5
COC(=O)c1cccc(-c2ccc(/C=C3\SC(=N)N(c4nccs4)C3=O)o2)c1
  3, -0.2, 1.4, 1
COc1ccc(-c2noc(CN(C)S(=O)(=O)c3ccc(C)cc3)n2)cc1OC
  -3, -0.1, 3.0, 9
N#CCN(CC#N)C(=O)c1cccc([N+](=O)[O-])c1
  3, 1.3, -1.6, 13
CCOC(=O)c1c(C)oc2ccc(OCC(=O)O)cc12
  14, 0.2, 0.3, 4
COCCOCC(O)CN1CCN(c2ccc(C)cc2)CC1 (stereo not drawn)
  52*, -0.1, 1.4, -7
COc1ccc(S(=O)(=O)N(C)CC(=O)N2CCCC2)cc1Cl
  9, 0.1, 0.1, 0
COc1ccc(C(=O)NCCc2nnc3ccc(SCc4ccc(C)cc4)nn23)cc1
  -4, 0.0, 1.8, 6
COC(=O)c1ccc(NS(=O)(=O)c2ccc(SC)cc2)cc1
  -17, -0.1, -0.5, -2
C=CCNC(=O)c1cc2cc(Cl)ccc2oc1=O
  12, -0.1, -0.3, -2
COc1cc(C(=O)Oc2ccccc2C=O)cc(OC)c1OC
  -3, 0.1, 2.7, -18
